# MC4R ag barr = agonists of human melanocortin 4 receptor (MC4R) beta-arrestin; U2OS MC4R beta-arrestin complementation, luminescence; percent of melanotan II response, DMSO zero; activation, % at 8.9 µM; P32245; hit rate 0.98% among 360,000;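 active means activation above a per-plate cutoff, the mean activation of sample wells on that plate plus 3 SD, cut at about 8% in these data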
# NCOA1 inh = inhibitors of human steroid receptor coactivator 1 (SRC1). Q15788. HEK293 GAL4-SRC1 luciferase reporter, luminescence. inhibition, % at 3.6 µM. hit rate 0.12% among 360,000;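 active means inhibition above the campaign mean plus 3 SD, with each screening campaign given its own cutoff, cut at about 60% in these data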;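 further: 0% = DMSO treated cells and 100% = gossypol at 36 µM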
# TLR9-MyD88 block = inhibitors of human TLR9-MyD88 binding; AID 504734; CHO BLA complementation TLR9-MyD88, CCF4 FRET ratio; Q9NR96+Q99836; hit rate 0.21% among 340,000; inhibition, % at 4.98 µM;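 active means inhibition above the mean over all tested compounds plus 3 SD, cut at about 21% in these data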;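 further: 0% = DMSO only wells and 100% = clavulanate BLA inhibitor control wells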
# NOD2 RIPK2 PPI = NOD2-RIPK2 protein interaction inhibition | O43353 | CHO BLA complementation NOD2-RIPK2, CCF4 ratio | inhibition, % at 4.98 µM | hit rate 0.38% among 360,000 | AID 624267; in the data active means inhibition above about 21%;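 further: 0% = vehicle only and 100% = reference blocker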
# MC4R antagonist = antagonists of human melanocortin 4 receptor (MC4R); P32245; inhibition, % at 6.5 µM; AID 540295; MC4R-expressing cells, MTII-stimulated cAMP, LANCE TR-FRET; hit rate 0.48% among 360,000;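 active means inhibition above its plate's cutoff, the mean of tested wells on that plate plus 3 SD, cut at about 29% in these data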;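 further: 0% = Melanotan II alone and 100% = Melanotan II plus saturating MCL0020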
#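 Assay system: U2OS cells stably expressing human melanocortin 4 receptor (MC4R) / Dosing: 6.5 µM / Timing: compound 30 min, challenge 1 h, detection 1 h / Measured by: Eu-cAMP/anti-cAMP TR-FRET, emission 671 nm / Replicates: singlicate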
# NCOA2 inhibitor = inhibits human steroid receptor coactivator 2; inhibition, % at 9 µM; HEK293 GAL4-SRC2 luciferase reporter, luminescence; hit rate 0.17% among 370,000; Q15596; AID 651957;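 active means inhibition above the mean inhibition of all tested compounds plus 3 SD, set per campaign, cut at about 52% in these data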;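 further: 0% = DMSO treated cells and 100% = cells given Gossypol at 36 µM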
# LRH-1 inv ag = inverse agonists of human LRH-1 (NR5A2) | inhibition, % at 3.6 µM | O00482 | hit rate 0.13% among 360,000 | AID 602396 | HEK293T StAR-luciferase reporter, LRH-1 transfected, 24 h;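 active means inhibition above the mean inhibition of all tested compounds plus 3 SD, cut at about 73% in these data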;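 further: 0% = DMSO wells and 100% = reporter-only cells lacking LRH-1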
# SRC3 inh = inhibits human SRC3 coactivator | Q9Y6Q9 | HEK293 GAL4-SRC3 luciferase reporter, luminescence | inhibition, % at 3.6 µM | hit rate 0.17% among 360,000 | AID 588352;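 active means inhibition above a per-campaign cutoff, the mean of all compounds plus 3 SD, cut at about 60% in these data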;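 further: 0% = DMSO-treated cells and 100% = gossypol-treated cells at 36 µM; higher means less SRC3-driven luciferase light from the GAL4 reporter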
# EBV LMP1 NFkB = inhibitors of Epstein-Barr LMP1-induced NF-kappaB reporter; LMP1-induced NF-kappaB luciferase reporter cells, luminescence; inhibition, % at 12.5 µM; hit rate 0.69% among 350,000; AID 504558; in the data active means inhibition above about 41%;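 further: 0% = neutral control wells and 100% = reference inhibitor control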
# ABHD5 PLIN5 PPI = inhibitors of human ABHD5-perilipin-5 interaction; Q00G26+Q8WTS1; Split G. princeps luciferase complementation, luminescence, 4 h; inhibition, % at 4 µM; hit rate 0.78% among 360,000; AID 602281;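 active means inhibition above the mean inhibition across every tested compound plus 3 SD, cut at about 22% in these data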;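 further: 0% = DMSO only wells and the 100% control is not disclosed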
# Target sequence (Q00G26 whole entry, looked up): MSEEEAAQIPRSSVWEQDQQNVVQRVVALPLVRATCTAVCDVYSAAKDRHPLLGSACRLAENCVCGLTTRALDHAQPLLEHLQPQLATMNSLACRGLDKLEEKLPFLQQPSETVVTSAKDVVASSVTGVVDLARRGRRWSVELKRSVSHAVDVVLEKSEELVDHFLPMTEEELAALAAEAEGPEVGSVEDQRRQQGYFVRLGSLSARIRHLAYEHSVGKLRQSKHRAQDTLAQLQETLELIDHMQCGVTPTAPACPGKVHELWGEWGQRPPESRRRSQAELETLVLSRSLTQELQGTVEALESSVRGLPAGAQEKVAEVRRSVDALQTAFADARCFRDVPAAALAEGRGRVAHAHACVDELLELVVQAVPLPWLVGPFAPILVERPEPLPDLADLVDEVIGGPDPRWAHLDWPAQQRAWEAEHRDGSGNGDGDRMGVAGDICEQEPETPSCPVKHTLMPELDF
# Target sequence (Q8WTS1 whole entry, looked up): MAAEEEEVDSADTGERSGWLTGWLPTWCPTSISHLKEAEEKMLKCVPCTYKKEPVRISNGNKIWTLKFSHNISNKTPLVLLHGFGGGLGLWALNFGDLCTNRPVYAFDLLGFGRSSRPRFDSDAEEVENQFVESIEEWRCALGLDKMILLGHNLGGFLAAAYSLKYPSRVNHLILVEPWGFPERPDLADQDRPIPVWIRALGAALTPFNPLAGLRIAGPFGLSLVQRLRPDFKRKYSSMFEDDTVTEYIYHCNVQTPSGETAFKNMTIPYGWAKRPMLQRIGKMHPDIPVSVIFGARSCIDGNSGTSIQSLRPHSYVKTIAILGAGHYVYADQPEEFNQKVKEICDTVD
# COUP-TFII inh = blocks human COUP-TFII nuclear receptor; HEK293T NGFI-A luciferase reporter, luminescence; inhibition, % at 8.6 µM; hit rate 0.7% among 370,000;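 active means inhibition above a per-plate cutoff, mean inhibition of test wells between control levels plus 3 SD, cut at about 38% in these data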;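 further: cells cotransfected with COUP-TFII expression vector driving the NGFI-A reporter; 0% = median of COUP-TF2 test wells and 100% = reporter-only cells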
# Starred values were filed as active, the others as inactive; · = no result given. The list is partial; the hit share may differ from the screen's.
SMILES,MC4R ag barr,NCOA1 inh,TLR9-MyD88 block,NOD2 RIPK2 PPI,MC4R antagonist,NCOA2 inhibitor,LRH-1 inv ag,SRC3 inh,EBV LMP1 NFkB,ABHD5 PLIN5 PPI,COUP-TFII inh
COc1ccc(N(CC(=O)Nc2ccccc2OC)S(=O)(=O)c2ccccc2)cc1Cl,-0.7,-5,-3,-2,-4,-10,14,2,-5,-4,0
O=C1CCCCC1S(=O)(=O)c1ccccc1 (configuration not stated),-0.9,1,3,2,-2,-8,14,15,-1,-5,1
CC(=O)c1ccc(N2CCN(C(=O)Nc3ccc(F)cc3)CC2)cc1,-2.0,-10,-1,-3,17,·,-7,3,0,4,·
O=C(NCc1cccnc1)C(=O)Nc1nc(-c2ccccc2)cs1,-0.1,7,7,1,5,-29,-33,9,-50,3,-1
CC(C)(C)OC(=O)N[C@@H](Cc1ccccc1)C(=O)N1CCC(C(=O)N[C@@H](Cc2c[nH]c3ccccc23)C(=O)O)CC1,-2.1,-12,-3,0,5,-4,9,-5,7,-5,8
CCC(=O)c1ccc(OCC(=O)OCC(=O)c2cc(C)n(CC3CCCO3)c2C)cc1 (configuration not stated),-0.5,-1,-5,-4,7,-9,9,8,-9,7,2
O=C(NNC(=O)C1CCC1)c1ccccc1F,-2.5,3,-12,3,25,-2,-3,11,-2,-4,9
CC(=O)c1ccc(OCc2cc(C(=O)N3CCC(Oc4ccccc4C)CC3)no2)cc1,-1.8,-74,-5,-3,16,-63,-58,-44,-21,3,-26
Cc1cc(C)n2nc(SCC(=O)c3cccs3)nc2n1,-0.4,5,-14,-9,10,-13,-17,-2,-21,-2,-1
NNC(=O)c1cc(Cl)ccc1Cl,-2.7,-3,-7,9,4,7,4,3,0,-2,9
CN(Cc1cc(=O)n2ccsc2n1)C1CCCCC1,3.4,-16,6,-12,-9,-1,-8,21,-10,15,-17
O=C(c1[nH]c(C(F)(F)F)nc1-c1ccccc1)N1CCN(CCN2CCOCC2)CC1,·,16,·,-7,·,-11,-2,19,·,5,12
Cc1csc(=O)n1CCC(=O)OCC(=O)NCc1ccc(F)cc1,-1.8,1,5,-10,2,-22,-8,-4,-1,9,-3
COc1ccc(CNC(=O)CN2CCN(S(=O)(=O)c3c(C)c(C)cc(C)c3C)CC2)cc1OC,-1.2,-13,-26,3,2,-16,16,-6,-9,5,16
CCc1ccc(C(=O)NC(=S)Nc2ccc3c(c2)OCCO3)cc1,-1.2,-101,7,1,1,-75,-121,-104,-7,-7,-51
CCOC(=O)CSc1nc2ccccc2c(=O)n1Cc1ccco1,-1.9,9,-5,1,6,-10,-30,-14,-3,6,-18
CCN(CC)S(=O)(=O)c1ccc(NC(=O)CN(c2cccc(F)c2)S(C)(=O)=O)cc1,-0.9,-8,2,-18,2,7,16,-25,0,-4,-3
O=C(NCCc1ccco1)C(=O)NCC1OCCCN1S(=O)(=O)c1ccccc1 (configuration not stated),-3.6,20,3,9,0,3,1,-14,-4,12,12
O=C(NCCC1CC1(Cl)Cl)Nc1ccccc1 (configuration not stated),-0.3,-6,3,2,-2,-30,0,-14,-3,-8,-11
C[C@@H](NC(=O)c1nc[nH]c1C(=O)N[C@@H](Cc1ccccc1)C(=O)OC(C)(C)C)c1ccccc1,1.1,-4,2,-4,4,10,-7,0,-8,-14,1
OC(COc1cccc2ccccc12)CN1CCOCC1 (configuration not stated),-0.9,10,1,-4,1,-13,-12,-28,4,4,-1
COc1ccc(OCC(=O)NC2CCCCCCC2)cc1,-1.6,-39,0,-5,2,0,-1,-2,-12,0,-13
O=C(CN1C(=O)NC2(CCCCC2)C1=O)Nc1ccc2c(c1)CCC2,0.0,-4,11,3,3,-13,40,12,-20,6,-6
Cc1ccc2nc(Cl)c3cc(C(=O)NCCCN4CCCC4)sc3c2c1,-0.7,-1,2,-6,-10,-9,-31,0,-14,13,-11
Cc1ccc(Nc2cc(-c3ccccc3)nc3ncnn23)cc1,-1.2,-6,-1,-12,-3,12,22,3,11,4,-3
O=S(=O)(NCC(c1ccco1)N1CCc2ccccc2C1)c1ccc(F)cc1 (configuration not stated),-1.9,3,0,0,0,-21,7,-16,2,-10,2
Cc1nc(CCNS(=O)(=O)c2cccs2)cs1,-1.1,3,-3,-4,4,9,8,5,-4,1,4
O=C1COc2ccc(-c3csc(NCC4CCCO4)n3)cc2N1 (configuration not stated),-0.8,-4,1,1,10,-7,-12,-6,-9,-6,2
O=C(CCCNS(=O)(=O)c1cccc2nsnc12)NCCN1CCN(c2ccccc2F)CC1,-1.9,0,-3,-6,1,6,1,9,2,8,-5
Cc1cc(NC(=O)CSc2nc3c(c(=O)n2-c2ccccc2)SC(C)C3)no1 (configuration not stated),1.1,-14,-8,-4,13,17,-12,-4,-2,-10,5
O=C(O)c1ccccc1C(=O)NC1Cc2ccccc2C1,-1.1,-8,0,-7,-2,14,4,13,-8,0,2
Cc1ccc(-n2nc3c([n+]2[O-])CCc2c-3no[n+]2[O-])cc1,-2.0,-42,6,-1,24,25,2,1,22,-1,-8
CN(Cc1ccccc1)Cc1nc2scc(-c3ccccc3)c2c(=O)[nH]1,-3.8,-1,5,3,14,18,8,-2,-7,-1,3
COc1ccc(C(=O)NCC(=O)OCCOc2ccc(Cl)cc2)cc1OC,0.0,16,-6,-9,-1,1,16,8,2,-3,-2
Cc1ccccc1CNC(=O)C(=O)NCC1OCCCN1S(=O)(=O)c1cccs1 (configuration not stated),-1.8,-5,0,-5,4,22,-4,29,-5,0,-2
CC1=Nc2ccc(C)cc2/C1=C/c1c(N)n2nc(CC(=O)N3CCOCC3)sc2nc1=O,-1.4,11,4,13,18,10,-8,-2,0,-5,-5
COc1ccc(N2C(=O)CC(Nc3ccc(C(=O)O)cc3)C2=O)cc1OC (configuration not stated),-2.6,-9,5,0,9,-29,-12,-14,5,2,-3
Cc1nnsc1-c1c(C(=O)Oc2ccccc2)c(C)nn1-c1ccccc1,0.5,-6,·,-13,6,-6,4,17,·,3,6
CSc1nc2cc(S(=O)(=O)N3CCCCC3)ccc2s1,-1.5,-11,0,6,-4,9,-1,4,-10,6,3
Cc1cc2nc(-c3ccccc3)c(Cc3cccc(Cl)c3)n2c(C)c1Br,·,·,·,-1,·,-11,-6,·,·,-1,-17

# Structures listed so far with a tert-butyl group:
SMILES,MC4R ag barr,NCOA1 inh,TLR9-MyD88 block,NOD2 RIPK2 PPI,MC4R antagonist,NCOA2 inhibitor,LRH-1 inv ag,SRC3 inh,EBV LMP1 NFkB,ABHD5 PLIN5 PPI,COUP-TFII inh
CC(C)(C)OC(=O)N[C@@H](Cc1ccccc1)C(=O)N1CCC(C(=O)N[C@@H](Cc2c[nH]c3ccccc23)C(=O)O)CC1,-2.1,-12,-3,0,5,-4,9,-5,7,-5,8
C[C@@H](NC(=O)c1nc[nH]c1C(=O)N[C@@H](Cc1ccccc1)C(=O)OC(C)(C)C)c1ccccc1,1.1,-4,2,-4,4,10,-7,0,-8,-14,1

# Additional results follow:
SMILES,MC4R ag barr,NCOA1 inh,TLR9-MyD88 block,NOD2 RIPK2 PPI,MC4R antagonist,NCOA2 inhibitor,LRH-1 inv ag,SRC3 inh,EBV LMP1 NFkB,ABHD5 PLIN5 PPI,COUP-TFII inh
O=C1C2C3C=CC(c4ccccc4)(C2C(=O)N1c1cccc(Cl)c1)C1C(=O)N(c2cccc(Cl)c2)C(=O)C31 (configuration not stated),-1.4,9,3,-2,14,-26,6,28,-6,5,6
NC(=O)CCSC(=S)N1CCOCC1,1.3,0,-2,3,-6,1,2,5,8,2,-19
COc1cnc(SCc2ccc(Cl)cc2Cl)nc1Cl,-2.2,18,-7,-4,-4,-3,4,10,7,-12,5
Cc1noc(C)c1COc1ccccc1C(=O)NC(C)c1ccc(F)cc1 (configuration not stated),3.6,6,6,4,1,-11,-10,-11,-3,4,-5
CCc1nc(SCC(=O)NCc2ccco2)c2c(=O)n(C)c(=O)n(C)c2n1,1.6,-2,20,-10,4,-7,-3,5,-8,-9,16
Cc1cc(=O)c2ccccc2n1Cc1ccccc1,2.9,7,5,0,2,34,19,13,23,2,17
CC1(C)CC2(C)OC2C2(C1)N=NC(=Nc1ccccc1)O2 (configuration not stated),·,11,·,-4,·,·,-26,14,·,-1,·
Cc1ccc([N+](=O)[O-])c2c1C(N1CCCCC1)C(C)(C)O2 (configuration not stated),0.2,11,-5,-7,3,3,-4,9,1,6,-16
O=S(=O)(Nc1cccc2cccnc12)c1ccccc1,-4.2,-64,35*,39*,0,-100,28,-55,-1,-5,-6
N/C(=N\OS(=O)(=O)c1ccc(Cl)cc1)c1ccncc1,-0.4,3,-2,11,-3,-14,-11,7,-9,-9,8
Cc1nnc(NS(=O)(=O)c2ccc(N=Nc3ccc(N)nc3N)cc2)s1,-3.2,-22,12,-3,-14,-17,-20,-37,6,13,7
CSc1nsc(/C=C/Nc2ccc(C)cc2)c1C#N,0.3,-7,6,-7,7,-2,11,-11,-5,-2,5
CCOc1cc(/C=C2\SC(N3CCCCC3)=NC2=O)ccc1O,1.3,-15,-7,-4,-9,-71,-28,-33,1,13,-16
Cc1ccc(/C=N/NC(=O)CN2C(=O)CSc3ccccc32)o1,-1.6,22,-12,8,22,12,3,12,-10,7,5
CCCCCCCCN1C(=O)[C@H](CC(=O)N2CCSCC2)C[C@@]2(C(=O)OCC)CCCC=C12,·,·,·,0,·,27,-2,·,·,19,6
O=C(NNC(=O)c1cc2ccccc2cc1O)Nc1ccc(Br)cc1,-1.4,3,-9,-1,6,-56,-12,-2,-5,-5,11
CCn1nc(C)c(Br)c1-c1nc(CS(=O)(=O)c2ccsc2)no1,-1.0,-7,·,-10,4,-9,8,-3,·,3,6
Cc1ccc(-c2[nH]n3c(=O)c4c(nc3c2C)CCCC4)cc1,0.1,-70,-5,6,-1,-10,-28,-43,-27,2,-13
COc1cc(NC(=O)CSc2nc3ccccc3c(=O)n2C)ccc1NC(=O)c1ccco1,14*,-3,-2,-4,20,-2,19,-5,21,13,11
COC(=O)c1ccccc1NC(=O)C(=O)NCC1CCCO1 (configuration not stated),-1.6,-9,4,-1,10,-10,-12,1,-4,-8,-15
O=C(NCCCN1CCCC1=O)c1cccc(C(F)(F)F)c1,0.8,-1,-1,2,-6,-12,8,4,-2,6,9
CCOC(=O)C1CCCN(S(=O)(=O)CCNC(=O)c2ccccc2)C1 (configuration not stated),-0.8,3,-9,1,-9,-5,13,-10,4,-5,-3
O=C(/C=C/Nc1ccc(F)c(F)c1)c1cccs1,-1.4,-120,0,1,-2,-38,-137,-52,-69,-9,-39
Cc1ccc(C)c(Nc2ncnc3nc[nH]c23)c1,0.3,7,10,-12,0,4,14,7,13,5,-4
CC(=O)c1ccc(NC(=O)c2ccc(S(=O)(=O)N3CCCC3)cc2)cc1,-0.6,6,3,-5,10,5,7,-1,5,4,5
Cc1c(C(=O)NC2CCCCC2)sc2ncnc(N3CCN(c4ccccc4)CC3)c12,-1.2,14,14,0,4,8,2,4,0,2,-27
